DNMT1 block: human DNMT1 methyltransferase inhibitors, primary screen, biochemical, molecular beacon, fluorescence, HinP1I cleavage, uHTS; AID 588458, 2011; 0.83% of 360,000 active; inhibition (reported as % activation of signal), % at 10 µM; DNA (cytosine-5)-methyltransferase 1 (Homo sapiens), P26358; in the data active = inhibition above about 50%
CSN deneddyl inh: inhibitors of CSN-mediated cullin deneddylation, primary screen, biochemical, fluorescence polarization, uHTS | Purified CSN, SCF-Nedd8-OG deneddylation | AID 651999, 2013 | 0.38% of 360,000 active | COP9 signalosome complex subunit 5 (Homo sapiens), Q92905 | inhibition, % at 12.5 µM;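 active = pattern-corrected inhibition above about 35%, with an unprinted fluorescence ratio check between 0.5 and 1.5, limit read from the data, passing the limit was not always enough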;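 note: 0% = enzyme with substrate and 100% = substrate without enzyme; some results filed as inactive read as strong as hits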
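Test system: purified human Csn5 enzyme expressed in HEK293T cells. Amount: 0.24 nM enzyme. Reagent: SCFSkp2-Nedd8OG substrate at 10 nM final. Schedule: 90 min incubation of compound, enzyme and substrate at room temperature. Detection: fluorescence polarization. Read-out: % inhibition of substrate cleavage by Csn5.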
LMPTP inh: LMPTP phosphatase inhibitors, primary screen, biochemical, fluorescence intensity, uHTS; recombinant LMPTP-A, OMFP fluorogenic substrate; inhibition, % at 20 µM; 0.22% of 360,000 active; AID 651560, 2012;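 active = compounds that cut the enzyme signal by at least half of the control window in the single-dose screen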;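 note: plate controls were DMSO wells with enzyme plus substrate for no effect and substrate without enzyme for full effect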
Target sequence (P24666 whole entry, looked up): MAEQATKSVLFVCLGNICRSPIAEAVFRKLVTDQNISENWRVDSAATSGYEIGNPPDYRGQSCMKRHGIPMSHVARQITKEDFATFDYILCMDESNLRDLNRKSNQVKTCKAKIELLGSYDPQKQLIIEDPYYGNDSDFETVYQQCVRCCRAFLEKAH
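Test system: LMPTP-A phosphatase enzyme; input: 0.625 nM LMPTP-A final; reagent: OMFP substrate, 400 µM final; compound dosing: 20 µM single dose, 3% DMSO; incubation: 50 min dark incubation at room temperature; measured by: endpoint fluorescence intensity from OMFP dephosphorylation; measure: % inhibition relative to no-enzyme and uninhibited control wells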
STEP inh: STEP phosphatase inhibitors, primary screen, biochemical, fluorescence intensity, uHTS. 0.25% of 360,000 active. inhibition, % at 20 µM. recombinant STEP, OMFP fluorogenic substrate. AID 588621, 2011;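 active = inhibition at 20 µM, scaled per plate between control wells, above about 37%, limit read from the data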;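 note: 0% = DMSO with enzyme and substrate and 100% = substrate only without enzyme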
Target sequence (P54829 whole entry, looked up): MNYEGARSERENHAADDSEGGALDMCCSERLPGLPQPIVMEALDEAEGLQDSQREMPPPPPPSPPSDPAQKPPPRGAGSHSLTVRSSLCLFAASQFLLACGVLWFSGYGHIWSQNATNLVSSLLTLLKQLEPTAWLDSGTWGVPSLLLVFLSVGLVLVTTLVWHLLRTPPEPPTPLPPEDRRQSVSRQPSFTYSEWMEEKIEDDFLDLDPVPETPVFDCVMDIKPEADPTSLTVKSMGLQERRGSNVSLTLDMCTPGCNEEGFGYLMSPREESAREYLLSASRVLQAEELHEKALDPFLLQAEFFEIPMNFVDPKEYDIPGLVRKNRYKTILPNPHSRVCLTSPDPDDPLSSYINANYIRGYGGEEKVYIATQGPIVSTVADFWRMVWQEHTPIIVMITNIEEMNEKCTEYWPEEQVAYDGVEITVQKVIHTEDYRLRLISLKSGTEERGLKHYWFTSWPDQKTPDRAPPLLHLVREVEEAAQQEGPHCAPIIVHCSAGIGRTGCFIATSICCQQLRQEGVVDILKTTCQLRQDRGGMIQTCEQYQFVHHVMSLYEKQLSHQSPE
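Test system: STEP tyrosine phosphatase / Reagent: OMFP at 25 µM / Doses: 20 µM, 1% DMSO / Read-out: percent inhibition scaled to no-enzyme and uninhibited-enzyme controls, plate-pattern corrected / Detection: FITC-channel fluorescence of OMFP product / Medium: Bis-Tris buffer pH 6.0, 2.5 mM DTT, 0.005% Tween 20 / Schedule: 20 min at room temperature, dark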
MsrA inh: bovine MsrA enzyme inhibitors, primary screen, biochemical, absorbance, HTS; inhibition, % at 15.5 µM; 0.75% of 360,000 active; purified bovine MsrA, absorbance read-out; Methionine sulfoxide reductase A (Bos taurus); in the data active = inhibition above about 4.5%;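 note: 0% = vehicle wells with enzyme and 100% = reference inhibitor wells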
Tb MetRS inh: T. brucei MetRS inhibitors, primary screen, biochemical, luminescence. methionyl-tRNA synthetase (Trypanosoma brucei brucei). purified T. brucei MetRS, ATP depletion, Kinase-Glo luminescence. inhibition, % at 11.9 µM. 0.4% of 360,000 active. AID 624268, 2012;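 active = inhibition above a per-plate cutoff of the control wells' mean inhibition plus 3 SD, cut at about 5.5% in these data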;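 note: 0% = DMSO wells median and 100% = median of wells with control inhibitor compound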
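Assay system: T. brucei methionyl-tRNA synthetase, purified | Medium: HEPES buffer with MgCl2, KCl, DTT, spermine, BSA, pyrophosphatase | Compound: 11.9 µM single point | Incubation: 15 min enzyme-compound preincubation, 2 h reaction, 10 min detection, 25 °C | Measured by: Kinase-Glo luciferase luminescence reporting remaining unconsumed ATP | Measure: % inhibition normalized to control-well medians | Replication: Singlicate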
SUMO1 PPI mod: modulators of SUMO1 protein-protein interactions, primary screen, biochemical, uHTS | Small ubiquitin-related modifier 1 (Homo sapiens), P63165 | 0.33% of 360,000 active | SUMO1 binding to a labelled peptide, TR-FRET, 1 h | AID 602429, 2012 | inhibition, % at 20 µM; in the data active = inhibition above about 37%
Target sequence (P63165 whole entry, looked up): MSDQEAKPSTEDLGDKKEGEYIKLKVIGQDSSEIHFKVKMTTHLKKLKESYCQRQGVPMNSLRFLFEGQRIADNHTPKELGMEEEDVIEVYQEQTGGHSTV
Rpn11 block: Rpn11 (PSMD14) deubiquitinase inhibitors, primary screen, biochemical, fluorescence polarization, uHTS. 26S proteasome non-ATPase regulatory subunit 14 (Homo sapiens), O00487. human 26S proteasome, Ub4-pepOG fluorescence polarization; 20S core pre-blocked with epoxomicin. calls only at 20 µM. 0.59% of 360,000 active. AID 588493, 2011;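 active = inhibition at 20 µM, scaled to each plate's controls, above about 33%, limit read from the data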
NadD inh: inhibitors of S. aureus NadD, primary screen, biochemical, colorimetric, uHTS; Nicotinate-nucleotide adenylyltransferase NadD (Staphylococcus aureus N315); purified NadD enzyme, colorimetric absorbance read-out; inhibition, % at 20 µM; 0.78% of 360,000 active; in the data active = inhibition above about 26%; note: some compounds past the cut are filed as inactive
Scp-1 inhibitor: Scp-1 phosphatase inhibitors, primary screen, biochemical, colorimetric, uHTS; Carboxy-terminal domain RNA polymerase II polypeptide A small phosphatase 1 (Homo …; Recombinant Scp1, phosphopeptide, malachite green phosphate absorbance; inhibition, % at 20 µM; 0.88% of 340,000 active; AID 493091, 2011;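 active = inhibition above about 50% at 20 µM, limit read from the data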;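 note: plate controls were DMSO wells with enzyme for no effect and wells lacking enzyme for full effect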
Target sequence (Q9GZU7 76-261 limits assumed): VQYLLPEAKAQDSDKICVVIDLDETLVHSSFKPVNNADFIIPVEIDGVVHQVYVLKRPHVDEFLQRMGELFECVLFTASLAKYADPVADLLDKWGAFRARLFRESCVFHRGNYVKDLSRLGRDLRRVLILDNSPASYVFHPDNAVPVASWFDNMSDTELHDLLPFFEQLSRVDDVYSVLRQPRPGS
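Assay system: SCP-1 catalytic fragment, aa 76-261 | Buffer or medium: Tris acetate buffer pH 5.5 with MgCl2 and Tween-20 | Compound: One concentration, 20 µM, with 1.0% DMSO | Also added: Phospho 17-mer peptide substrate | Signal: Absorbance at 630 nm | Incubation: 45 min enzyme reaction at room temperature | Measure: % inhibition of SCP-1 phosphate liberation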
The depositor's hits bear a star; i = inactive; nt = no result given.

| no. | Compound | DNMT1 block | CSN deneddyl inh | LMPTP inh | STEP inh | MsrA inh | Tb MetRS inh | SUMO1 PPI mod | Rpn11 block | NadD inh | Scp-1 inhibitor |
| --- | --- | --- | --- | --- | --- | --- | --- | --- | --- | --- | --- |
| 1 | CCOc1ccc(Cl)cc1-c1cc(C(=O)Nc2ccc(F)cc2)[nH]n1 | -5 | 10 | 0.6 | -4 | -0.7 | -0.7 | 2 | i | -17 | nt |
| 2 | CN(Cc1cn[nH]c1-c1cc2ccccc2o1)CC1CCOCC1 | 1 | 0 | 0.5 | 0 | 0.3 | 0.4 | 0 | i | -2 | -12 |
| 3 | COc1ccc(C(=O)N2CCOC23CCN(c2ncccn2)CC3)cc1 | 1 | -8 | 3.7 | 3 | 0.7 | -1.1 | -3 | i | 1 | 10 |
| 4 | Cc1ccc(S(=O)(=O)N2CCN(Cc3ccccn3)CC2)cc1 | -1 | -2 | -0.4 | -1 | -1.3 | -0.6 | -2 | i | 6 | -6 |
| 5 | Cc1nn(Cc2ccccc2)c2sc(C(=O)N3CCN(Cc4ccc5c(c4)OCO5)CC3)cc12 | -9 | -5 | -1.6 | 4 | -0.2 | -0.2 | 1 | i | -8 | 5 |
| 6 | CC(=O)O[C@H]1[C@@H](O)[C@H](O)[C@H](Oc2c(O)c(C)c3c4c2[C@@H](C)CC[C@@H]4[C@@H](C)C[C@H]3C=C(C)C)O[C@H]1C | -28 | -6 | 1.0 | -8 | -0.8 | 0.1 | 6 | i | -11 | -6 |
| 7 | Cn1c(N)c(C(=O)COC(=O)/C=C/c2cccc(C(F)(F)F)c2)c(=O)n(C)c1=O | -5 | -3 | 0.9 | -1 | -2.1 | -0.5 | -13 | i | 2 | -7 |
| 8 | O=C(CN1CCN(C2CCCCC2)CC1)NCCC1=CCCCC1 | 1 | 3 | -1.5 | 3 | -0.2 | 0.2 | -1 | i | 1 | -13 |
| 9 | CCOC(=O)c1ccc(NC(=O)c2cccc3c2C(=O)N(CC2CCCO2)C3)cc1 (configuration not stated) | -6 | 0 | 1.2 | 4 | -0.2 | -0.2 | 2 | i | -5 | -12 |
| 10 | COC(=O)c1sccc1NC(=O)c1sccc1C | 0 | 3 | 0.1 | 1 | 0.6 | -1.1 | -2 | i | -1 | -2 |
| 11 | O=C(CCc1nnc2ccc(NCc3ccco3)nn12)Nc1cccc(F)c1 | 0 | -7 | 0.4 | 1 | -0.9 | -0.4 | 6 | i | 2 | 12 |
| 12 | CCCn1c(N)c(N(CCOC)C(=O)c2cc(Cl)nc3ccccc23)c(=O)[nH]c1=O | 1 | 4 | -0.6 | -3 | -0.4 | -0.2 | -6 | i | 3 | -9 |
| 13 | COc1ccc(NC(=O)c2ccccc2)c([N+](=O)[O-])c1 | 2 | 1 | -0.6 | -3 | -1.1 | -1.6 | -28 | i | -2 | 5 |
| 14 | COC(C[C@H](O)C[C@H](O)[C@@H](C)OCc1ccccc1)OC | 6 | -8 | -1.6 | 1 | -0.5 | -0.2 | 5 | i | 0 | -6 |
| 15 | Cc1cc(Nc2ccc(C(=O)N3CCCCC3)cc2)c2cccc(C)c2n1 | 6 | 1 | 2.4 | -1 | 2.5 | -0.2 | -17 | i | 0 | -3 |
| 16 | COc1ccc(S(=O)(=O)Nc2ccccc2C(=O)NCc2cccnc2)cc1C | 0 | -1 | -0.3 | 0 | -0.3 | -0.2 | -4 | i | 5 | -2 |
| 17 | CC(C)c1ccc(N=c2c([N+](=O)[O-])nn(-c3ccc4c(c3)OCCO4)n2O)cc1 | -15 | -3 | 2.7 | 1 | 1.5 | -0.2 | -27 | i | 3 | -12 |
| 18 | CCN(CC)S(=O)(=O)c1cc(NC(=O)c2cc(-c3ccccn3)nc3ccccc23)ccc1C | 1 | -3 | 5.6 | 4 | 1.1 | -0.1 | -3 | i | 7 | -3 |
| 19 | O=c1[nH]c(-c2cccnc2)nc2ccccc12 | 4 | 2 | -0.5 | 1 | 0.9 | -0.1 | 5 | i | -4 | 5 |
| 20 | Cc1ccc(-c2nn(CCC(=O)O)cc2CCC(=O)O)cc1 | 0 | -7 | -0.5 | 0 | -0.5 | -0.8 | 0 | i | -1 | -1 |
| 21 | CCOC(=O)C(C#N)(Cc1cc(OC)cc(OC)c1)Cc1cc(OC)cc(OC)c1 | -3 | 1 | 2.4 | 3 | 0.8 | -0.1 | 11 | i | -11 | -12 |
| 22 | Cc1ccc(S(=O)(=O)N2CCOCC2)cc1NC(=O)CSc1nc(N)cc(N)n1 | 5 | -2 | 1.9 | 2 | 0.5 | -0.3 | -1 | i | 7 | -2 |
| 23 | Cc1ccc(C(=O)O/N=C(\N)Cc2cccc3ccccc23)cc1 | -6 | 3 | 1.7 | 2 | -1.0 | -1.2 | 4 | i | 1 | 2 |
| 24 | CCO[C@H]1OC(C(N)=O)=C[C@@H](c2ccc(Br)cc2)[C@@H]1CCCO | 5 | -5 | -1.0 | 0 | 0.3 | -0.2 | -4 | i | 5 | -8 |
| 25 | NC(=S)NN=Cc1cc(-c2cccc(N)c2)ccn1 | -1 | 2 | 4.9 | -3 | 3.1 | 0.0 | -18 | i | 3 | nt |
| 26 | C/C(=N/OC(=O)CC(C)C)c1cc(-c2ccc(Cl)cc2)no1 | 9 | 0 | 2.3 | 3 | -0.3 | -0.5 | -3 | i | -8 | 22 |
| 27 | CC1CCN(C(=O)C(=O)c2cn(CC(=O)N3CCCCCC3)c3ccccc23)CC1 | -1 | -1 | 0.0 | 2 | 1.2 | -0.4 | -3 | i | 6 | -7 |
| 28 | COC(=O)CN(C#N)c1nc(SC)nc(N(C)C)n1 | 17 | -3 | -0.6 | -4 | -0.5 | 0.0 | 4 | i | -8 | -8 |
| 29 | C=CCN1C(=O)/C(=C2/Sc3ccccc3N2C)SC1=Nc1ccccc1C | -2 | 1 | 3.6 | -2 | 0.6 | -0.2 | -2 | i | 21 | 9 |
| 30 | CN1C(=S)SC(N(O)C(=O)Nc2ccc(Cl)c(Cl)c2)C1(C)C (configuration not stated) | 0 | -16 | 0.3 | -2 | 0.6 | -1.1 | -6 | i | -3 | -6 |
| 31 | C=CCNc1nc(SC)nc2ccsc12 | 3 | -3 | 1.2 | 5 | 0.0 | -0.5 | -2 | i | -2 | -4 |
| 32 | C=Cn1c(C(=O)O)ccc1-c1ccc(OC)cc1 | -4 | -4 | 0.5 | -2 | 1.2 | 0.1 | -2 | i | 0 | 1 |
| 33 | COC(=O)[C@@]12CCCN1[C@H](c1ccc(-c3ccccc3)c(OC)c1)[C@H]1C(=O)N(C)C(=O)[C@H]12 | 1 | 3 | -1.0 | -1 | -1.1 | -0.5 | 6 | i | -4 | -2 |
| 34 | COc1cccc(NC2=C(C#N)C(=O)NC(c3cccc(OC)c3O)S2)c1 (configuration not stated) | -6 | -1 | -1.0 | -1 | 1.5 | 2.6 | 12 | i | 10 | -8 |
| 35 | NCC(=O)Nc1ccc(Cl)cc1C(=O)c1ccc[nH]1 | 2 | 5 | 2.4 | -2 | 5.0* | -1.2 | 1 | i | -4 | -4 |
| 36 | O=C(CSc1nnc(NC(=O)c2cccc(F)c2)s1)NCC1CCCO1 (configuration not stated) | 2 | -1 | -0.7 | -4 | 2.9 | -0.1 | 3 | i | -1 | -4 |
| 37 | CSc1cccc(NC(=O)N2CCCC(CNS(=O)(=O)Cc3ccccc3)C2)c1 (configuration not stated) | -1 | -1 | -0.1 | -3 | 0.3 | 0.6 | -3 | i | -3 | -4 |
| 38 | CN(C)C(=O)CN1C(=O)C2CC=C(Cl)CC2C1=O (configuration not stated) | -7 | 0 | -0.5 | -2 | -1.2 | 0.6 | -4 | i | -1 | -3 |
| 39 | COc1ccc2nc3sc(C(=O)NCCN4CCc5ccccc5C4)cc3cc2c1 | -12 | 4 | 9.4 | 8 | 2.6 | 0.9 | -7 | i | 5 | -13 |
| 40 | O=c1ccc(S(=O)(=O)N2CCCC2)cn1Cc1nc(-c2ccccc2)no1 | -1 | 2 | -0.4 | -2 | -0.1 | -0.2 | -2 | i | -9 | -5 |
| 41 | Cc1cccc(OCC(=O)NNS(=O)(=O)c2ccccc2F)c1 | 5 | 2 | -0.3 | -2 | 0.0 | -0.3 | 3 | i | -6 | -4 |
| 42 | CCC(=O)N1CCc2cc(S(=O)(=O)NC(C(=O)NCc3ccc(C)cc3)C(C)C)ccc21 (configuration not stated) | 28 | 5 | 7.1 | 2 | 0.1 | -0.7 | 0 | i | 6 | 2 |

Four entries picked at random from the list so far:
| no. | Compound | DNMT1 block | CSN deneddyl inh | LMPTP inh | STEP inh | MsrA inh | Tb MetRS inh | SUMO1 PPI mod | Rpn11 block | NadD inh | Scp-1 inhibitor |
| --- | --- | --- | --- | --- | --- | --- | --- | --- | --- | --- | --- |
| 40 | O=c1ccc(S(=O)(=O)N2CCCC2)cn1Cc1nc(-c2ccccc2)no1 | -1 | 2 | -0.4 | -2 | -0.1 | -0.2 | -2 | i | -9 | -5 |
| 39 | COc1ccc2nc3sc(C(=O)NCCN4CCc5ccccc5C4)cc3cc2c1 | -12 | 4 | 9.4 | 8 | 2.6 | 0.9 | -7 | i | 5 | -13 |
| 41 | Cc1cccc(OCC(=O)NNS(=O)(=O)c2ccccc2F)c1 | 5 | 2 | -0.3 | -2 | 0.0 | -0.3 | 3 | i | -6 | -4 |
| 34 | COc1cccc(NC2=C(C#N)C(=O)NC(c3cccc(OC)c3O)S2)c1 (configuration not stated) | -6 | -1 | -1.0 | -1 | 1.5 | 2.6 | 12 | i | 10 | -8 |

From PubChem BioAssay
